# High-throughput results from PubChem BioAssay.
# tim10-1 inh: inhibits growth of tim10-1 mutant yeast. S. cerevisiae tim10-1 ts strain growth, BacTiter-Glo, 24 h. inhibition, % at 20 µM. 330,000 compounds, 2.2% hits. AID 463190;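 active = inhibition of at least 40%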;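 also: mutant grown at 25 °C; 0% = DMSO wells with yeast and 100% = wells holding no yeast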
# hIAP act: increases human intestinal alkaline phosphatase activity. P09923. purified human IAP, CDP-Star luminescence, 30 min; stronger effect = higher value; 1 = vehicle-only enzyme, 0 = enzyme-free background. activation factor at 10 µM. 330,000 compounds, 0.16% hits. AID 2524;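 active = activation factor of the enzyme at least 2-fold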; also: the source names both 10 and 20 µM as test concentration; values of inactives mirror those of a sister screen read the other way
# mIAP block: mouse IAP inhibition; inhibition, % at 10 µM; AID 2806; purified mouse IAP, CDP-Star luminescence, 30 min; 330,000 compounds, 0.2% hits;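 active = inhibition of at least 40% at 10 µM in the primary screen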;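 also: plate controls were DMSO with enzyme for no effect and no enzyme wells for full effect; values of inactives mirror those of a sister screen read the other way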
# Apaf-1 inh: inhibitors of human Apaf-1 apoptosome. reconstituted apoptosome caspase-3 activity, DEVD-Rh110 fluorescence. O14727. AID 489030. 330,000 compounds, 0.71% hits. inhibition, % at 20 µM; active = inhibition of at least 40% at 20 µM;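 also: plate controls were DMSO wells for no effect and DEVD-CHO caspase inhibitor wells for full effect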
# Target sequence (O14727 whole entry, looked up): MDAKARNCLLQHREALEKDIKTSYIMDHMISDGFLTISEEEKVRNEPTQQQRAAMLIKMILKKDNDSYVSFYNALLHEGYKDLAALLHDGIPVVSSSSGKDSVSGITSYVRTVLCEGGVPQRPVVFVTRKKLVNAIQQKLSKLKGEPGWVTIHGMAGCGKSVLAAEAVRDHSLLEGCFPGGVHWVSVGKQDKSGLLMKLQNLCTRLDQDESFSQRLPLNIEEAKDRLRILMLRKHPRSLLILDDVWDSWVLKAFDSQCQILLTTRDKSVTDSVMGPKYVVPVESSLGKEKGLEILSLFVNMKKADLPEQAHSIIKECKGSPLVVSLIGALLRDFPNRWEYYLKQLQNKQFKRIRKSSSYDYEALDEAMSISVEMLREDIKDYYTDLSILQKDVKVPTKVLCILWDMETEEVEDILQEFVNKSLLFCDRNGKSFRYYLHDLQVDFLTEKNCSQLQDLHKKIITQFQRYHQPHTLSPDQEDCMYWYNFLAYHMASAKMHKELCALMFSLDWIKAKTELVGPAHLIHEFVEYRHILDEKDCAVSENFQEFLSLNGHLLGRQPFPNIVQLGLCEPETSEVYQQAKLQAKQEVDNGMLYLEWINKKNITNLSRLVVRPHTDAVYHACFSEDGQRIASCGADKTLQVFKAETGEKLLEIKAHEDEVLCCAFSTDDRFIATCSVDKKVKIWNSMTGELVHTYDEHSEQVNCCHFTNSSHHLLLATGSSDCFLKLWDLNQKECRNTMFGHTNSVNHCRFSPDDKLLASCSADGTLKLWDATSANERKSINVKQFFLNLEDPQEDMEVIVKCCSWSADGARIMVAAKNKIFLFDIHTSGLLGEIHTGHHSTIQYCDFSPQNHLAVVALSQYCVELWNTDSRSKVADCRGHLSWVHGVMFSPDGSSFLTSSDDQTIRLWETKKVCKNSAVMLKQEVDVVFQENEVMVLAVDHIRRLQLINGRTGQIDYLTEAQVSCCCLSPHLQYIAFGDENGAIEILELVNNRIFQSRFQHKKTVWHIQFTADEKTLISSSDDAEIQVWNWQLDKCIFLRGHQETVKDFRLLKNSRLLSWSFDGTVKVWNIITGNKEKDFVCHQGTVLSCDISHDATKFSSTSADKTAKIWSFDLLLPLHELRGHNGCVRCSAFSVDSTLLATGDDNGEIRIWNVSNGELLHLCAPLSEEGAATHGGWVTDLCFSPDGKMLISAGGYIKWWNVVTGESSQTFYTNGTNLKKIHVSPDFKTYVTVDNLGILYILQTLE
#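 Material: reconstituted apoptosome with Apaf-1, cytochrome c, caspase-9, procaspase-3, dATP; medium: pH 7.5 Hepes buffer with CHAPS, BSA, DTT; also added: cytochrome c and DEVD-Rh110 substrate; timing: 30 min plus 50 min, RT; signal: Rh110 fluorescence intensity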
# NLRP3 yeast inh: inhibitors of NALP3 inflammasome in yeast. 330,000 compounds, 0.39% hits. Yeast reconstituted NLRP3/ASC/caspase-1, beta-gal luminescence, 24 h. inhibition, % at 10 µM. AID 2825;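 active = inhibition of 50% or more; inactive = inhibition below 50%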;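 also: plate controls were induced DMSO wells for no effect and uninduced yeast grown without galactose for full effect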
# ATG4B inh: ATG4B (human) cysteine protease inhibition; Q9Y4P1; ATG4B cleavage of LC3-PLA2, NBD-HPC fluorescence, 1 h; inhibition, % at 8.33 µM; 340,000 compounds, 0.51% hits; in the data active = inhibition above about 40%
# TIM10 inh: TIM10 yeast growth inhibition; S. cerevisiae TIM10 strain growth, BacTiter-Glo luminescence, 24 h; inhibition, % at 10 µM; 330,000 compounds, 1.4% hits; AID 463195;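 active = inhibition of 40% or more at the single tested concentration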;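 also: wild-type TIM10 isogenic control strain grown at permissive 25 °C; 0% = DMSO yeast wells and 100% = minimal medium wells without yeast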
# mIAP activ: increases mouse intestinal alkaline phosphatase activity; muIAP, CDP-Star luminescence, 30 min; stronger effect = higher value; 1 = vehicle-only enzyme signal, 0 = enzyme-free wells; activation factor at 10 µM; 330,000 compounds, 0.24% hits;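 active = activation factor of at least 2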; also: the source names both 10 and 20 µM as test concentration; values of inactives mirror those of a sister screen read the other way
#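 Assay system: mouse IAP enzyme; Reagent: CDP-Star chemiluminescent phosphatase substrate; Compound: DMSO-dissolved test compounds; Incubation: 30 min, room temperature; Technique: luminescence from enzymatic CDP-Star hydrolysis; Controls: DMSO-only wells and no-enzyme negative control.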
# hIAP inh: blocks human intestinal alkaline phosphatase; inhibition, % at 10 µM; purified IAP, CDP-Star luminescence, 30 min; 330,000 compounds, 0.12% hits; P09923; AID 2544;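 active = inhibition reaching a set limit with compound at 10 µM in the primary screen, cut at about 35% in these data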;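 also: plate controls were DMSO wells with enzyme for no effect and no-enzyme buffer wells for full effect; values of inactives mirror those of a sister screen read the other way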
# * = called active by the depositor; x = not tested or not shown.
Structure	mIAP block	hIAP act	NLRP3 yeast inh	Apaf-1 inh	TIM10 inh	mIAP activ	ATG4B inh	tim10-1 inh	hIAP inh
Cc1ccc(S(=O)(=O)NC(C)C(=O)NC(C)c2cccs2)cc1 (stereo not given)	-1	1.1	14	1	1	1	-6	-15	-14
COc1ccc(OCCCn2ccnc2)cc1	-8	1	13	-3	-3	1.1	-4	3	-4
O=S(=O)(Cc1c(F)cccc1Cl)c1ncn[nH]1	-6	1.1	21	-5	6	1.1	-8	-5	-7
O=C(NNS(=O)(=O)c1ccc([N+](=O)[O-])cc1)c1cnn(-c2ccccc2)c1-n1cccc1	9	1.1	-6	3	-1	0.91	-18	18	-10
CCOC(=O)Nc1ccc(N2CCOCC2)c(S(=O)(=O)Nc2ccc(Cl)cc2)c1	-6	1	16	6	-12	1.1	-16	-25	-4
Cc1cc(C(=O)N2CCN(c3ncccn3)CC2)nn1C	5	1	13	-13	-5	0.95	5	-19	-2
Cc1ccccc1-n1c(-c2ccco2)n[nH]c1=S	13	1	9	-20	15	0.87	7	6	0
COc1cccc(C(=O)Nc2cnc(NC(=O)c3ccco3)cc2C)c1	-1	0.94	15	13	19	1	-4	2	6
Cc1c(NS(=O)(=O)c2cc(C(=O)NCc3ccco3)cc(Cl)c2Cl)c(=O)n(-c2ccccc2)n1C	0	1.1	15	14	8	0.99	-7	20	-10
CC(=O)c1ccccc1NC(=O)COC(=O)/C=C/c1cccs1	4	1	30	5	-2	0.96	-7	10	0
CCC(CC)C(=O)Nc1cc(C)cc(C)c1	2	1.1	-18	-7	7	0.98	0	18	-9
COc1ccc(OC(C)C(=O)NCC2CCCO2)cc1 (stereo not given)	1	1	11	-9	0	0.99	-4	-1	-2
NC(C(=O)O)C(c1ccccc1)C(F)F (stereo not given)	-11	0.85	5	-2	-5	1.1	-4	-1	15
O=C(NCC(c1cccs1)N1CCOCC1)c1cc2ccccc2o1 (stereo not given)	-5	0.82	26	-23	9	1.1	-3	8	18
COc1ccc(Cc2nn[nH]n2)cc1	-7	1.1	10	1	-10	1.1	6	-10	-9
O=C(CCCN1C(=O)/C(=C/c2ccccc2Cl)SC1=S)Nc1cccnc1	4	0.96	23	30	32	0.96	12	29	4
NC(=O)c1ccc(NC(=O)CN2CCN(S(=O)(=O)c3ccc4c(c3)OCCO4)CC2)cc1	4	0.97	-2	-6	5	0.96	-29	10	3
CCS(=O)(=O)c1ccc(OC)c(N=Nc2ccc(O)c3ncccc23)c1	17	0.77	27	-17	13	0.83	-1	41*	23
Cc1cccc(CS(=O)(=O)Cc2ccc(C(=O)NCCCN3CCOCC3)o2)c1	8	1	-14	-15	7	0.92	-3	-1	0
COc1ccc(NC(=S)N2CCN(c3ccccc3)CC2)c(OC)c1	2	1	18	1	-10	0.98	7	-8	-1
Cc1ccc([N+](=O)[O-])cc1S(=O)(=O)Nc1cccc(-c2ccc(N3CCCC3)nn2)c1	8	0.94	3	17	17	0.93	-5	24	6
CCOC(=O)N1CCN(C(=O)C2CCN(C(=O)c3ccc(C(C)(C)C)cc3)CC2)CC1	2	0.92	6	-8	3	0.98	-5	8	8
Cc1ccc2[nH]c(C)c(CCNC(=O)c3c(N)no[n+]3[O-])c2c1	2	1	5	-5	12	0.98	-7	21	-3
C=CCNC(=O)c1ccc2c3n(nc2c1)-c1ccc(C)cc1CO3	-5	1.1	27	9	47*	1.1	-6	38	-5
CC(=O)C[C@H](O)CC(=O)[C@@H]1OC(=O)CCCCCCc2ccccc21	1	0.97	23	9	3	0.99	9	10	3
O=C(C1CCCN(S(=O)(=O)c2cccc3nsnc23)C1)N1CCN(c2ccccn2)CC1 (stereo not given)	3	1	8	11	-11	0.97	-12	28	0
NC1(N)OC(CN2C(=O)c3ccccc3C2=O)CS1 (stereo not given)	7	1.1	5	-1	-13	0.93	-2	-3	-10
COC(=O)[C@@]12CCCCN1[C@H](c1ccc(SC3CCCCC3)cc1)[C@@H]1C(=O)N(C)C(=O)[C@@H]12	-1	1	3	24	-1	1	5	5	-3
O=C1NC(c2cn(-c3ccccc3)nc2-c2cccs2)C(C(=O)c2cccnc2)C(O)(C(F)(F)F)N1 (stereo not given)	7	1	18	-4	4	0.93	-6	-9	-3
CC(=O)Nc1ccc(NC(=O)CSc2nnc(NC(=O)c3ccc(Br)o3)s2)cc1	12	1	9	-10	1	0.88	3	8	-2
Nc1ccc(O)cc1C(=O)OCC(=O)C12CC3CC(CC(C3)C1)C2	16	0.9	7	3	25	0.84	-6	5	10
O=C1NC[C@@H](c2ccccc2)OC(=O)[C@@H](Cc2ccc(F)cc2)C/C=C\C[C@@H]1CC(=O)N(CCO)Cc1ccccc1	9	0.98	17	32	0	0.91	-9	4	2
COc1ccc(NC(=O)CCS(=O)(=O)c2ccc(Br)s2)cc1	4	0.89	10	3	0	0.96	2	12	11
Cc1cc(NC(=O)c2ccccc2F)on1	-8	1.1	5	4	10	1.1	3	-1	-13
COC(=O)NNC(=O)C1CCC(C)CC1 (stereo not given)	-5	1	11	-4	-11	1.1	1	-11	0
O=C(CN1C(=O)C2CCCCC2C1=O)Nc1ccccc1N1CCCC1 (stereo not given)	0	1.2	11	4	4	1	-3	-3	-23
O=C(O)CSc1nnc(-c2ccccc2)c(-c2ccccc2)n1	-6	1.1	-26	-4	-10	1.1	0	-1	-8
Cc1nn2c(-c3cccc(NC(=O)CN4CCOCC4)c3)nnc2c2ccccc12	5	1	28	-3	11	0.95	0	11	0
O=C(Nc1ccccc1)/C(=C\c1ccc(F)cc1)NC(=O)c1ccco1	6	0.84	-11	4	0	0.94	-5	-5	16
Nc1ccc(N2C(=O)c3ccccc3C2=O)c(Cl)c1	4	1	-13	-4	7	0.95	-3	8	0
COc1c(C)cc(C(=O)C2CCCN(S(=O)(=O)c3c(C)noc3C)C2)cc1C (stereo not given)	6	1	33	3	9	0.94	15	9	-3
O=C(NCCCN1CCN(c2ccc(F)cc2)CC1)Nc1ccc([N+](=O)[O-])cc1	-4	1.1	7	-10	-6	1	-3	4	-6
COc1ccc(N(CC(=O)Nc2ccccc2C(=O)O)S(=O)(=O)c2ccc(C)c([N+](=O)[O-])c2)cc1	12	0.9	10	5	17	0.89	59*	5	10
O=C(Nc1cccnc1)c1cc(Cl)ccc1Cl	0	1.1	18	3	-2	1	-2	-5	-10
O=C(OCC(=O)N1CCCc2ccccc21)c1cc(S(=O)(=O)N2CCOCC2)ccc1Cl	-4	1.1	-21	23	11	1	3	27	-5
O=c1[nH]c(SCc2ccccc2Cl)nc2c1cnn2-c1ccccc1	7	1.1	15	24	11	0.93	-3	16	-6
CC(C)COC(=O)Cc1c(O)c2ccccc2[nH]c1=O	4	0.91	0	0	5	0.96	1	-6	9
COc1ccccc1N1CCN(CC(=O)Nc2sccc2C#N)CC1	13	1.1	17	9	14	0.87	4	16	-7
CC(=O)N1CCOc2ccc(S(=O)(=O)NCCc3ccc(C)cc3)cc21	-6	1.4	-14	2	-4	1.1	-3	9	-36
Cc1csc(Nc2ccccc2)[n+]1-c1ccccc1	-12	1.1	-10	7	4	1.1	9	24	-10
O=C(c1ccc(COc2ccccc2Cl)o1)N1CCN(c2ccccc2)CC1	5	0.89	17	25	-1	0.95	2	18	11
Cc1ccc(CNC(=O)CCNS(=O)(=O)c2cccs2)cc1	-16	1.1	6	-4	-2	1.2	-6	15	-10
Cc1ccc(NC(=O)Nc2cccc3ccccc23)cc1	-20	1	4	2	8	1.2	2	4	0
O=C(COC(=O)c1cccc(Br)c1)NCC1CCCO1 (stereo not given)	7	0.94	10	-3	-10	0.93	1	16	6
C=CCn1cccc(C(=O)Nc2ccc(C)c(C)c2)c1=O	-6	0.87	25	11	-5	1.1	-7	20	13
CCn1c(SCC(=O)Nc2nc(C)cs2)nnc1C(NC(=O)c1ccccc1Cl)C(C)C (stereo not given)	5	0.94	6	1	6	0.95	-4	1	6
CCN1C(=O)N[C@@H](c2cccs2)C(C(C)=O)=C1C	-10	1.1	15	-7	-2	1.1	8	-4	-5
CC1CN(C(=O)c2ccccc2NS(=O)(=O)c2cccc([N+](=O)[O-])c2)CC(C)O1 (stereo not given)	3	1	6	-4	5	0.97	0	7	-4
Cc1ccc(OC(=O)CCC(=O)OCCCC(F)(F)C(F)(F)F)cc1	4	0.94	20	21	-2	0.96	-2	2	6
COc1ccccc1N(CC(=O)Nc1cccnc1)S(C)(=O)=O	-6	1	3	-9	11	1.1	-1	12	-2

# The listing continues:
Structure	mIAP block	hIAP act	NLRP3 yeast inh	Apaf-1 inh	TIM10 inh	mIAP activ	ATG4B inh	tim10-1 inh	hIAP inh
CNc1nc(SCC(=O)Nc2ccc(Cl)c(Cl)c2)nc(N2CCOCC2)n1	1	0.91	6	2	5	0.99	-5	3	10
FC(F)(F)c1ccc(Oc2ccc(Cl)cc2Br)nc1	1	1.1	19	4	10	0.99	-9	12	-10
O=C(O)C1C2C=CC(C2)C1C(=O)NCc1ccc(Cl)cc1Cl (stereo not given)	-1	1.1	23	-14	0	1	-1	-4	-6
Cn1cnc(S(=O)(=O)NCc2cccs2)c1	-6	1.1	16	-4	-13	1.1	-8	-17	-11
N#CCCN(C(=O)COC(=O)CNC(=O)C12CC3CC(CC(C3)C1)C2)c1ccccc1	-2	0.97	10	37	10	1	-3	7	3
Cc1nc2nc(SCC(=O)NCCCN3CCCCCC3)nn2c(C)c1Cc1ccccc1	0	1.1	23	12	-139	0.99	-16	-64	-7
N=C(N)N1CCc2ccccc2C1	-4	1	25	-9	0	1	x	8	0
CCOc1ccc(OCC)c(NC(=O)CN(c2ccc(OC)cc2)S(=O)(=O)c2c(C)noc2C)c1	-2	1.3	8	15	18	1	2	22	-31
Cc1cc(C)cc(N/C(N)=N/c2nc(C)cc(C)n2)c1	-10	1.1	1	-18	-3	1.1	-5	13	-8
O=C1CC(c2ccco2)CC(O)=C1C=Nc1cc(Cl)ccc1Cl (stereo not given)	40	0.98	8	3	12	0.6	11	12	2
CC1=CS/C(=C(/C#N)C(=O)NCc2ccco2)N1c1ccccc1	-2	1	4	8	9	1	7	17	-2
Cn1c(=O)n(C)c2cc(NC(=O)COc3ccccc3)ccc21	4	1	8	11	5	0.96	4	8	-4
CCO[C@@H]1OC(C(=O)NCc2ccccc2)=C[C@H](C2CC2)[C@H]1CCCO	3	0.98	17	-1	5	0.97	4	7	2
Cn1cc(CN2CCCCC2c2ccccn2)c(-c2ccc3c(c2)OCCO3)n1 (stereo not given)	3	1.1	8	-2	-8	0.97	6	9	-7
Cc1cccc(CC(=O)NCC(=O)NCc2cc(=O)n(C)c(=O)n2C)c1	-4	0.98	7	-9	-7	1	-11	12	2

# Some entries already given, reduced to mIAP block and NLRP3 yeast inh:
structure	mIAP block	NLRP3 yeast inh
O=C(OCC(=O)N1CCCc2ccccc21)c1cc(S(=O)(=O)N2CCOCC2)ccc1Cl	-4	-21
Cc1ccccc1-n1c(-c2ccco2)n[nH]c1=S	13	9
